Screening data deposited in PubChem BioAssay by several laboratories.
zVAD death inh – inhibitors of zVAD-triggered necroptosis, primary screen, L929 cells; L929 zVAD necroptosis rescue, ATP luminescence, 24 h; with zVAD 60 µM; viability rescue, % at 10 µM; 220,000 compounds, 0.38% hits; AID 1377, 2008;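 active = activation, scaled between plate controls, above about 75%, limit read from the data; inactive = activation under that limit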;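 note: 0% = zVAD with DMSO and 100% = DMSO alone without zVAD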
Calpain2 inh – inhibitors of pig calpain II, primary screen, biochemical, fluorogenic peptide substrate, 1536-well | purified calpain II, 30 min | inhibition, % at 16 µM | 220,000 compounds, 0.37% hits | AID 1236, 2008;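 active = inhibition above about 50%, limit read from the data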
Rad51 HR inh – human RAD51 strand exchange inhibitors, primary screen, biochemical, fluorescence; DNA repair protein RAD51 homolog 1 (Homo sapiens), Q06609; inhibition, % at 10 µM; AID 1385, 2008; 200,000 compounds, 0.085% hits; hRad51 DNA strand exchange, fluorescence dequenching;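 active = inhibition above 40% at the single screening dose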;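 note: 0% = DMSO control wells and 100% = blanks with heterologous ssDNA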
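material = hRad51 filaments on single-stranded DNA | reagent = Donor/quencher-labelled 47-bp dsDNA substrate | compound = 10 µM final, single point | schedule = strand-exchange reaction 15 min at room temperature | measured by = fluorescein emission 520 nm, excitation 485 nm | read-out basis = % inhibition versus plate control and blank means | benchmarks = plate controls and plate blanks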
TNF necrop inh – inhibitors of TNF-alpha triggered necroptosis, primary screen, cell-based, Jurkat FADD-/-, single concentration | Jurkat FADD-/- TNF necroptosis rescue, ATP luminescence, 24 h; 0 = TNF only, 100 = no-TNF cells | activation (protection from cell death), % at 10 µM | 220,000 compounds, 0.068% hits | AID 463075, 2010;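 active = activation, meaning protection from cell death, of at least 50% relative to plate controls; inactive = activation below 50%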;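 note: necroptosis triggered by 40 ng/mL TNF-alpha added together with compound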
EBV gp42 inh – Epstein-Barr virus gp42 inhibitors, primary screen, biochemical, uHTS, fluorescence polarization | AID 1085, 2008 | inhibition, % (tested at 21.74 µM) | 220,000 compounds, 0.42% hits | Glycoprotein 42 (Epstein-Barr virus (strain AG876)), Q1HVG2 | Fluorescence polarization binding assay, mP read-out; in the data active = inhibition above about 50%
eIF4E-4G inh – eIF4E–eIF4G protein interaction inhibitors, primary screen, biochemical, uHTS, TR-FRET, eIF4GI fragment; TR-FRET eIF4E-eIF4GI(517-606) binding, 2 h; inhibition, % at 21.7 µM; 220,000 compounds, 0.37% hits;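 active = inhibition above about 30%, limit read from the data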;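 note: 0% = full FRET control wells and 100% = background wells lacking eIF4GI fragment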
Target sequence (P63073 whole entry, looked up, the tested form may be a part): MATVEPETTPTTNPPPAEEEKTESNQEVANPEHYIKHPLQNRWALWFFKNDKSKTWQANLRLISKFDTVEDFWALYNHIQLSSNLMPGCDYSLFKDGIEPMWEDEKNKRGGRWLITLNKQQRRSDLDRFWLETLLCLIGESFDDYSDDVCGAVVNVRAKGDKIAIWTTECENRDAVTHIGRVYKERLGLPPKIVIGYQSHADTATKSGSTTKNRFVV
Target sequence (Q04637 whole entry, looked up, the tested form may be a part): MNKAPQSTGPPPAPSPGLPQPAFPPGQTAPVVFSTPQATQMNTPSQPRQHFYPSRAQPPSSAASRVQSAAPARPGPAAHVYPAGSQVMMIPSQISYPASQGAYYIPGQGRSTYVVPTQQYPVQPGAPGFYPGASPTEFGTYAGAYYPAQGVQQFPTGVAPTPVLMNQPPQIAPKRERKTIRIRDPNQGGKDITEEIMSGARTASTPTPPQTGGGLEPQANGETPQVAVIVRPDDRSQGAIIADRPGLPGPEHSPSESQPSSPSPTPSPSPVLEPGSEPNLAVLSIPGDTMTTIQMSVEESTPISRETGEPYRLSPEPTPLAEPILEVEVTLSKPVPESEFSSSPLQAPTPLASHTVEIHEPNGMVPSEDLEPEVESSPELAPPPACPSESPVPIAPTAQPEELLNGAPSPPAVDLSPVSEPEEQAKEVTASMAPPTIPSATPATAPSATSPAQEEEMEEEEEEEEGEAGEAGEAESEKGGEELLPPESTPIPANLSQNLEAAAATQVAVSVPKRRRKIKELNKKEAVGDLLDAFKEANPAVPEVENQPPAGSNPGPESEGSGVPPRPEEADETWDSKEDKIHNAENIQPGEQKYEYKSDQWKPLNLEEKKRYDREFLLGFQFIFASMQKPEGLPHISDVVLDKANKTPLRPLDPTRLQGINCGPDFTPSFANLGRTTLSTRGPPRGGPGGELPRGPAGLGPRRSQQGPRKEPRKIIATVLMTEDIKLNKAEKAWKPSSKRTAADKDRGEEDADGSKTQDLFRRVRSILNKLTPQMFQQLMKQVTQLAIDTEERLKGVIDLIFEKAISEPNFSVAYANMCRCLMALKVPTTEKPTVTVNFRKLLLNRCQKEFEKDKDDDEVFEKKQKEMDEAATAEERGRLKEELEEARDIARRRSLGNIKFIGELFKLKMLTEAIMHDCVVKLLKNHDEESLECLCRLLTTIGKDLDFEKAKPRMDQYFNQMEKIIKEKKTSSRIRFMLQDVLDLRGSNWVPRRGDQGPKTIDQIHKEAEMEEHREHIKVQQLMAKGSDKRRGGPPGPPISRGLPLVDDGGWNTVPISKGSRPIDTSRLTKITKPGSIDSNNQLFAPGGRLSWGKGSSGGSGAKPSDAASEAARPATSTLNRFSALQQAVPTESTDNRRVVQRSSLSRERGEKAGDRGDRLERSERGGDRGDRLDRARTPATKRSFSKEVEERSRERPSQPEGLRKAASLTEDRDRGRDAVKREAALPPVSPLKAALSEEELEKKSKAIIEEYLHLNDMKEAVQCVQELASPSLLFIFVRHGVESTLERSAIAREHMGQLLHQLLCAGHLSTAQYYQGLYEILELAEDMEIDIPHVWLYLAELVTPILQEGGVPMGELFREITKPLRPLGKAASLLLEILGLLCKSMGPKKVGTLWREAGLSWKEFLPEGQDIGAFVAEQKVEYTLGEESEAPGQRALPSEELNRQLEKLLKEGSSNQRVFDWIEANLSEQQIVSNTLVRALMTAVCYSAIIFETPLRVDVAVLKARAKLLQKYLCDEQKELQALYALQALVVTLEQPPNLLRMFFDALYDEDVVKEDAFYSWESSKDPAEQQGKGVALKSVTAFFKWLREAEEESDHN
MDM2 E3 inh – MDM2-luciferase reporter signal enhancers, primary screen, MDM2 E3 ligase inhibitor project, cell-based, luminescence, 1536-well. cell-based MDM2 ubiquitination luciferase reporter, 2 h; 0 = plate control, 100 = twice control, blank-subtracted. signal enhancement, % at 5 µM. 210,000 compounds, 0.11% hits. AID 1230, 2008;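 active = signal enhancement of 30% or more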;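 note: luminescence tracks abundance of the self-degrading MDM2-luciferase fusion protein; higher signal means inhibition of MDM2 E3 ligase activity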
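Material: Stable MDM2–luciferase fusion reporter cells | Amount: 2000 cells seeded into each well | Dosing: One concentration, 5 µM, with 0.2% DMSO | Incubation: 4 h cell settling then 2 h compound exposure, 37 °C | Measured by: Luciferase luminescence | Read-out basis: % enhancement relative to plate controls after blank subtraction | Benchmarks: Control and blank well means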
KCC2 mod – KCC2 cotransporter modulators, thallium flux, primary screen, cell-based, HEK293 KCC2, FluoZin-2 fluorescence, MLSMR; 190,000 compounds, 2.2% hits; AID 1456, 2008; KCC2 cells, thallium flux FluoZin-2 fluorescence; B-score of Tl+ flux slope (higher = more flux/activation; lower = inhibition) at 10 µM;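 active = thallium flux slope and its plate-corrected score both differing from the plate sample mean at a set confidence after two filtering rounds, in either direction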;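 note: slope of fluorescence scaled to starting intensity during 10 to 20 s after thallium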
PERK inh – block of dimerizer-induced PERK translation repression, primary screen, PERK inhibitor project, CHO PERK-DD cells, SEAP luminescence, HTS; inhibition, % at 5.6 µM; CHO PERK-DD fusion, SEAP luminescence translation reporter; Eukaryotic translation initiation factor 2-alpha kinase 3 (Homo sapiens), Q9NZJ5; 220,000 compounds, 0.17% hits; AID 1416, 2008;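 active = inhibition above the mean inhibition of all tested compounds plus 3 SD, set separately per screening campaign, cut at about 2.9% in these data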;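 note: PERK kinase domain activated by AP20187 dimerizer at 100 nM; 0% = DMSO with dimerizer and 100% = rapamycin at 8.4 µM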
An asterisk follows results filed as active; · = not tested or not shown; [ ] = dose if it differs, or a comment.

Compound	zVAD death inh	Calpain2 inh	Rad51 HR inh	TNF necrop inh	EBV gp42 inh	eIF4E-4G inh	MDM2 E3 inh	KCC2 mod	PERK inh
O=C1c2cccnc2-c2ncccc21	-0.2	-4.2	-0.6	0.2	-13.5	5.0	-4.1	-0.908	0.8
Nc1nc(-c2ccc(Cl)cc2)cc(C(F)(F)F)n1	-0.3	1.0	-0.8	-6.4	-7.2	1.0	-83.7	-0.632	0.5
CC(C)(C)c1ccccc1OCCCCCn1ccnc1	-0.4	13.9	0.2	-0.7	4.4	8.7	-54.3	-1.54	0.4
CCCCN1C(=O)c2ccc(C(=O)NC3=NCCS3)cc2C1=O	-0.7	12.6	5.1	0.8	-15.4	-1.5	-11.0	-0.669	-0.2
O=C1COc2ccc(C(=O)CSc3nnc(Cc4cccs4)n3-c3ccccc3)cc2N1	0.1	-7.8	-3.2	-5.7	-15.8	-8.4	-6.7	-1.05	-0.4
CCOc1ccc(N2CC(C(=O)Nc3ccccc3F)CC2=O)cc1 (configuration not stated)	0.4	-26.2	8.0	-0.8	1.3	-10.9	-12.2	·	1.3
Cc1ccc(C)c(NC2=NCC(=O)N2C2CCCCC2)c1	0.9	1.8	-1.3	-0.1	-18.3	0.7[fluorescence artefact?]	·	-0.0299	0.4
COc1ccc(C(=O)NC(=S)N2CCNC(=O)C2)cc1Br	-0.2	-7.3	-13.3	-0.5	-6.5	4.1	-20.2	0.496	1.6
COc1ccc(N2C(=O)C(CN3CCN(C)CC3)C2c2ccccc2)cc1 (configuration not stated)	0.0	-20.1	8.3	1.9	1.2	1.2	-15.2	-0.173	1.1
CC(=O)Nc1cc(-c2ccccc2)ccc1O	0.3	16.6	-0.4	-5.6	-51.3	2.9[fluorescence artefact?]	1.4	-0.0359	-0.4
CC1Cc2ccccc2N1C(=S)NC(=O)c1ccco1 (configuration not stated)	1.4	52.2*	-4.8	-0.5	-2.2	1.3	6.0	26.4*	-0.1
NS(=O)(=O)c1ccc(CCNC(=O)CSc2cccs2)cc1	1.1	-9.6	·	0.8	-20.0	-1.1	-3.3	2.08	0.4
CN(C)S(=O)(=O)c1cccc(NC(=O)Cn2cnc3ccccc3c2=O)c1	0.6	11.6	-1.9	3.2	-18.9	-14.1	-21.8	-0.796	0.6
COc1cccc(C2/C(=C(/O)c3cnn(-c4ccccc4)c3C)C(=O)C(=O)N2CCN(C)C)c1 (configuration not stated)	1.3	16.8	·	0.4	-13.5	6.7	-12.0	-0.68	0.4
Cc1ccc(C(OCC(O)CNC(C)c2ccccc2)c2ccccc2)cc1 (configuration not stated)	-1.2	-6.2	21.1	6.5	-13.3	-0.4	-7.3	-0.468	-0.4
O=[N+]([O-])c1ccc(N/N=C2\CC3CC=CC23)cc1 (configuration not stated)	-0.3	-6.6	-31.3	6.3	-16.1	-3.7	4.8	-0.415	1.0
CCNC(=O)NCc1c(C)c(C)n(Cc2ccccc2)c1-n1cccc1	-2.2	49.8	2.3	-0.5	-8.5	3.9	0.1	0.708	0.8
COc1ccc2c(C)cc(SCC(=O)c3ccc4c(c3)OCO4)nc2c1	0.6	8.1	-1.9	0.8	-33.7	-2.2[fluorescence artefact?]	-12.6	1.87	-0.4
Cc1cc(C)n(C(=O)CN2C(=O)COc3ccccc32)n1	1.0	15.1	-3.1	-0.1	-9.2	-1.6	-12.9	-0.129	0.4
COc1ccc2[nH]cc(CCNC(=S)NC3CCCC3)c2c1	1.1	29.5	0.2	0.1	-14.5	3.0	-6.4	-0.368	1.7
Oc1ccc(-c2csc(Nc3cccnc3)n2)cc1	0.5	-0.4	-5.0	-6.2	-8.2	5.1	-15.7	-1.4	1.1
N#Cc1c(C(F)(F)F)cc(C2CC2)nc1N1CCCC1	-0.1	-8.4	0.3	-4.2	-1.2	-3.3	-16.0	-0.0225	-0.2
COc1ccc(CN(C(=O)CSc2nnc(-c3ccccc3F)o2)c2ccc(F)cc2)cc1	-0.2	32.4	-1.0	-1.0	-21.9	-1.6	-1.5	-0.365	-1.5
OCCN1CCN(c2cc(-c3ccccc3)c3ccccc3n2)CC1	0.4	-70.0	1.4	3.6	-5.3	2.5	1.0	0.384	-0.9
COc1cc2ccnc(Cc3cccc(OC)c3OC)c2cc1OC	3.6	-3.6	-2.8	-2.2	-11.3	-1.4	2.2	-0.287	0.6
Cc1c2cnn(CC(=O)Nc3c(F)c(F)cc(F)c3F)c(=O)c2c(C)n1Cc1ccc(F)cc1	1.2	-22.5	0.5	0.7	0.6	11.1	-1.0	0.0953	-0.3
COc1cccc(-c2cc(C(F)(F)F)nc(-n3cc(Cl)cn3)n2)c1	0.0	-23.4	1.4	-0.1	-15.3	-3.2	-14.2	-0.346	-0.2
O=C(COC(=O)c1ccco1)c1ccc2ccccc2c1	0.1	-181.2	4.4	1.0	-4.5	-0.9	-10.3	·	1.0
CC(=O)NC(NC(=S)Nc1ccc(C)cc1C)C(Cl)(Cl)Cl (configuration not stated)	0.3	-14.3	12.3	-4.4	-8.1	-3.2	-4.2	-0.3	1.0
CCn1c2ccccc2c2cc(NC(=O)c3cc(OC)cc(OC)c3)ccc21	-0.1	-8.8	14.7	-6.5	-12.1	5.0	-11.9	1.01	0.0

Part of the list above in order of count of non-hydrogen atoms, low to high:
Compound	zVAD death inh	Calpain2 inh	Rad51 HR inh	TNF necrop inh	EBV gp42 inh	eIF4E-4G inh	MDM2 E3 inh	KCC2 mod	PERK inh
Oc1ccc(-c2csc(Nc3cccnc3)n2)cc1	0.5	-0.4	-5.0	-6.2	-8.2	5.1	-15.7	-1.4	1.1
CC(=O)NC(NC(=S)Nc1ccc(C)cc1C)C(Cl)(Cl)Cl (configuration not stated)	0.3	-14.3	12.3	-4.4	-8.1	-3.2	-4.2	-0.3	1.0
COc1ccc2[nH]cc(CCNC(=S)NC3CCCC3)c2c1	1.1	29.5	0.2	0.1	-14.5	3.0	-6.4	-0.368	1.7
COc1ccc2c(C)cc(SCC(=O)c3ccc4c(c3)OCO4)nc2c1	0.6	8.1	-1.9	0.8	-33.7	-2.2[fluorescence artefact?]	-12.6	1.87	-0.4
COc1ccc(CN(C(=O)CSc2nnc(-c3ccccc3F)o2)c2ccc(F)cc2)cc1	-0.2	32.4	-1.0	-1.0	-21.9	-1.6	-1.5	-0.365	-1.5

The list continues.
Compound	zVAD death inh	Calpain2 inh	Rad51 HR inh	TNF necrop inh	EBV gp42 inh	eIF4E-4G inh	MDM2 E3 inh	KCC2 mod	PERK inh
O=C(CCCC(=O)N(CC(=O)NC1CCCCC1)Cc1ccco1)Nc1ccccn1	3.6	9.4	-4.3	1.3	-1.3	-7.5[fluorescence artefact?]	-16.7	0.35	-0.5
Cc1ccc2c(=O)[nH]c(Nc3nc(C)cc(-c4ccccc4)n3)nc2c1	0.6	8.6	10.8	-2.3	-18.8	5.0	-11.9	-0.103	1.4
Cc1ccc(S(=O)(=O)NC(c2ccccc2)C(C)C(=O)n2nc(C)cc2C)cc1 (configuration not stated)	0.4	5.9	12.4	0.0	10.1	4.5	-15.9	-0.417	-0.4
O=C(Nc1ccccc1-c1nnc(SCc2ccc(Cl)cc2Cl)o1)c1ccccc1	0.5	8.9	-4.5	1.7	0.2	-2.5	-12.5	0.346	0.9
O=C(COc1cccc2ccccc12)NCc1cccnc1	-0.6	17.8	-5.2	0.3	-0.7	-0.8	-10.0	-2.25	0.4
N#CC1=C(N)N(c2ccccc2)C(c2ccco2)C1(C#N)C#N (configuration not stated)	-0.2	22.8	-2.6	-0.7	-11.8	8.5	1.4	0.759	-0.3
CC1CCc2c(sc(NC(=O)C3CCCO3)c2C#N)C1 (configuration not stated)	0.8	-0.1	5.1	-0.4	-8.7	2.1	-10.5	·	0.9
N/C(=N\OC(=O)CCc1ccccc1)c1cccc(Br)c1	0.2	17.8	-11.6	-1.9	-18.4	-2.3	1.2	·	2.3
Cc1nn(-c2ccccc2)c(Cl)c1/C=N/N1CCN(c2ccccn2)CC1	0.9	34.7	-4.3	0.4	0.0	1.8	-11.1	0.0517	0.2
COc1ccc(-c2cc(C(F)(F)F)nc(SCC(=O)NCc3cccs3)n2)cc1OC	-0.1	-141.8	7.2	0.1	-6.7	-23.1	0.9	-2.03	-0.8
Cc1ccc(/C=N\n2c(-c3ccccc3)n[nH]c2=S)s1	0.5	4.2	-2.7	0.0	-9.2	-6.2	-11.7	5.99*	-0.5
O=C(Nc1ccc2nn(-c3ccccc3)nc2c1)c1ccc2c(c1)OCCO2	0.7	-55.0	-6.0	-6.9	3.1	-16.2	-8.0	-0.175	0.1
COCc1cc(=O)[nH]c(/N=C(\N)Nc2ccccc2C)n1	0.4	18.3	7.7	-1.0	-13.2	-1.6	-10.8	-0.395	-0.2
CN(C(=O)c1cccc(C#N)c1)c1nnc(C2CCCO2)s1 (configuration not stated)	0.3	13.3	-4.7	0.2	-24.9	-6.3	-14.1	0.348	0.6
CCOC(=O)Cc1cnc(NC(=O)CSc2nc(C)cc(C)n2)s1	8.4	-12.7	1.0	0.4	-16.5	0.0	19.6	0.234	0.0
O=S(=O)(c1cccs1)N1CCC(Cc2ccccc2)CC1	0.4	18.4	5.3	1.3	9.2	6.0	-23.4	0.197	0.0
O=C(CC1COc2ccccc2O1)NCCc1ccccc1 (configuration not stated)	-0.4	-6.3	4.7	-1.0	-11.6	-11.1	6.9	-0.48	0.5
COc1ccc(NC(=O)c2sccc2C)cn1	0.7	11.5	4.0	0.7	4.2	1.5	-26.7	0.422	0.7
NC(=O)c1c(NC(=O)C2COc3ccccc3O2)sc2c1CCN(Cc1ccccc1)C2 (configuration not stated)	-0.5	-439.6	-9.0	1.4	-97.9	-4.3	-15.7	-0.0251	0.1
C/C(=C\C(=O)c1ccccc1)Nc1cccc(O)c1	3.8	22.5	-8.3	3.7	15.2	-3.5	3.2	-0.267	0.1
CCOCCCNC(=O)C(NC(=O)c1ccccc1O)c1ccc(C)cc1 (configuration not stated)	-0.6	-151.3	·	0.6	0.8	5.1	-10.3	1.54	0.1
O=S(=O)(N/N=C/c1ccc(Cl)cc1)c1ccc(Cc2ncc(C(F)(F)F)cc2Cl)s1	0.3	-65.6	5.0	1.9	-15.7	-2.6	1.3	-0.645	1.0

Hits appear at their usual frequency. About 3.6% of those tested had a hit in this group.
